IL1B NFkB pot – enhancers of NFkB p65 translocation in HUVEC – imaging, IL-1B stimulus, high-content imaging, primary screen | AID 819, 2007 | HUVEC IL-1B NFkB p65 nuclear translocation imaging | activation, % at 2 µM | 0.3% of 94,000 active;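 active means activation above 40%, about the mean plus 3 SD, also judged a hit on visual image review; inconclusive means activation above 40% but not a hit on visual review; inactive means activation not above 40% and no visual hit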;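 further: percent activation is computed from the nuclear over cytoplasmic p65 intensity ratio; values of inactives mirror those of a sister screen read the other way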
Bcl-B displacement – displacers of TR3 peptide from Bcl-B, primary screen, selectivity assay for Bfl-1 inhibitor project, biochemical, fluorescence polarization; Bcl-2-like protein 10 (Homo sapiens); FP displacement of FITC-TR3 peptide from Bcl-B; higher % means a stronger effect; displacement, % at 20 µM; hits with a dose series show IC50 in µM; 0.11% of 96,000 active; AID 748, 2007;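 active means displacement above 50% at 20 µM plus a fluorescence interference ratio under 1.5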;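 further: plate controls were wells without compound for no effect and wells lacking Bcl-B protein for full effect; a part of the inactive calls stands beside numbers as strong as those of hits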
NFkB transloc inh – inhibitors of IL-1B driven NFkB p65 nuclear import, primary screen, imaging, HUVEC, IL-1B stimulus, high-content imaging | HUVEC IL-1B NFkB p65 nuclear translocation imaging | inhibition, % at 2 µM | 0.43% of 94,000 active;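 active means inhibition above about 30% together with a positive call from visual inspection of the well image, limit read from the data; inconclusive means inhibition above a set limit but visual check negative; inactive means inhibition not above a set limit, visual check negative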;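 further: nuclear over cytoplasmic p65 intensity ratio measured by imaging; 0% = IL-1B stimulated DMSO wells and 100% = unstimulated DMSO wells; values of inactives mirror those of a sister screen read the other way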
PLAP inhibition – PLAP enzyme inhibitors, biochemical, luminescence, HTS (AID 690) | Alkaline phosphatase, placental type (Homo sapiens) | purified PLAP, luminescent substrate; higher % means a stronger effect | one-dose inhibition, % at 20 µM; IC50 in µM for titrated hits | 0.08% of 96,000 active; in the data active means a potency from the dose series; inactive means the rest, 99 in 100 with inhibition below about 30%; further: strong numbers were not always called active
MRP reversal – reversal of MRP1-mediated doxorubicin resistance, primary screen, H69AR cells, doxorubicin co-treatment; H69AR cells + 2 uM doxorubicin, CellTiter-Glo, 72 h; differential viability (reversal), % at 10 µM; 0.04% of 85,000 active;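 active means viability drop by adding the cancer drug above about 55%, with treated viability meeting a 40% cutoff, limit read from the data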;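 further: viability without doxorubicin minus viability with 2 µM doxorubicin for each compound; larger differential means the compound sensitizes cells more to doxorubicin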
MRP reversal cytotoxicity – also measured in MRP reversal; calls as there; viability, %; H69AR cells, CellTiter-Glo, 72 h; measured here: cytotoxicity without doxorubicin
MRP reversal with doxorubicin – also measured in MRP reversal; calls as there; viability, %; measured here: viability with 2 uM doxorubicin; stronger effect = lower value
NFkB transloc inh cell count 2 µM – also measured in NFkB transloc inh; calls as there; cell count; measured here: cells passing quality filter;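 raw number of nuclei counted in each imaged well without normalization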
IL1B NFkB pot cell count 2 µM – also measured in IL1B NFkB pot; calls as there; cell count; measured here: cells passing quality filter
Active calls of the source: *; ? = inconclusive; / = no result given.

nr	SMILES	IL1B NFkB pot	IL1B NFkB pot cell count 2 µM	Bcl-B displacement	NFkB transloc inh	NFkB transloc inh cell count 2 µM	PLAP inhibition	MRP reversal	MRP reversal cytotoxicity	MRP reversal with doxorubicin
1	O=C(CN(c1ccc(F)cc1)S(=O)(=O)c1ccc2c(c1)OCCO2)NCc1cccnc1	4	186	2%	-4	186	-73%	5	103	98
2	CCCn1nnnc1NC(=O)c1cccs1	9	188	-12%	-9	188	5%	-23	57	80
3	Cc1ccc(C)c2[nH]c(=O)c(CN(CCN3CCCC3)C(=O)Nc3cccc(Cl)c3)cc12	5	133	-5%	-5	133	-41%	0	1	1
4	Cc1cc2oc(=O)cc(CN3CCCc4ccccc43)c2cc1C	/	/	-13%	/	/	-3%	13	96	82
5	COc1cc2c(cc1OC)CN(C(=O)c1cc3ccccc3oc1=O)CC2	2	166	1%	-2	166	10%	-35	24	58
6	CCn1c2ccccc2c2cc(C3C(C#N)=C(N)Oc4n[nH]c(COC)c43)ccc21 (configuration not stated)	23	131	-9%	-23	131	-48%	1	83	82
7	COc1ccc(CCNC(=O)C2CCCCC2C(=O)O)cc1OC (configuration not stated)	-5	132	-7%	4	132	-4%	/	/	/
8	O=C(NC1CCCCC1)C(c1ccco1)N(CCc1ccccc1)C(=O)C(F)(F)F (configuration not stated)	14	137	/	-14	137	/	26	95	69
9	Cc1ccc(S(=O)(=O)N(CC(=O)N/N=C/c2cccc3c2OCCO3)c2ccccc2F)cc1	13	174	-17%	-13	174	-43%	/	/	/
10	Cn1c2ccccc2c2cc(C(=O)O)ccc21	8	163	-2%	-8	163	8%	-5	102	106
11	COc1ccc(Cn2c(=O)[nH]c3cc(C(=O)NCCCN4CCCC4=O)ccc3c2=O)cc1	23	127	-2%	-23	127	-14%	18	111	94
12	COc1ccc(CNC(=O)C2CCN(S(=O)(=O)N3CCOCC3)CC2)cc1	-4	79	3%	6	79	-4%	-2	95	96
13	O=c1c2cc(-c3ccccc3)sc2ncn1/N=C/c1ccco1	8	138	-8%	-8	138	8%	-6	87	93
14	Cc1cc(C)cc(-n2cnc3cc(C(=O)O)ccc32)c1	10	192	-12%	-10	192	15%	10	97	87
15	O=c1cnnc(SCCc2ccccc2)[nH]1	10	168	-3%	-10	168	-10%	3	103	101
16	O=C(O)c1cccc(NCc2ccncc2)c1	2	162	-14%	-2	162	5%	/	/	/
17	O=C(O)CN(Cc1ccco1)S(=O)(=O)c1ccccc1	12	148	10%	-12	148	-7%	-8	91	100
18	Cc1csc(=NC(=O)c2ccccc2)n1Cc1ccco1	-1	74	1%	1	74	19%	1	92	90
19	Cc1cccc(C)c1-n1nnnc1SCSc1nnnn1-c1c(C)cccc1C	5	120	2%	-5	120	6%	28	78	50
20	Cn1c(-c2ccc(Br)o2)nc2ccccc21	5	162	2%	-5	162	-2%	3	82	79
21	CCSc1cc(N2CCCC2)nc(-c2ccccc2)n1	2	152	-8%	-2	152	2%	/	/	/
22	Cc1ccc(C(c2ccc(C)o2)c2cccc([N+](=O)[O-])c2O)o1	1	156	-2%	-1	156	-18%	19	96	78
23	CCOCCCNC(=O)c1ccc2c(c1)ncn2C1CCCC1	-10	161	-5%	10	161	-15%	5	103	98
24	Cc1cccc(C2CC(c3ccc(Cl)cc3)Nc3nc(N)nn32)c1 (configuration not stated)	12	83	0%	-12	83	-33%	-2	100	101
25	O=C(O)c1ccc(COc2ccc3c4c(c(=O)oc3c2)CCC4)o1	-9	81	6%	8	81	-4%	-7	92	99
26	COc1ccc(NC(=O)CSc2nc3c(c(=O)n2-c2ccccc2)SCC3)c(OC)c1	/	/	0%	/	/	8%	-5	8	13
27	COc1cc(OC)cc(C(=O)Nc2cccc(C(C)=O)c2)c1	5	158	2%	-5	158	28%	7	78	71
28	CC(NS(=O)(=O)c1ccc(Cl)cc1)C(=O)NCc1ccco1 (configuration not stated)	4	84	3%	-4	84	-17%	2	99	97
29	COc1cccc(C2CC(=O)NC(SC)=C2C#N)c1 (configuration not stated)	/	/	-5%	/	/	4%	5	97	92
30	Cc1ccccc1-n1c(SCC(N)=O)nc2sc(-c3ccccc3)cc2c1=O	24	165	-16%	-24	165	-54%	/	/	/
31	CSc1ccccc1C(=O)NC1CCCCC1	-1	136	10%	1	136	19%	-1	90	92
32	CC(=O)c1c(C)[nH]c(C(=O)OCC(=O)C(C)(C)C)c1C	-1	162	-15%	1	162	6%	-5	84	89
33	CC(C)c1ccc(C(=O)N/N=C/c2cccc(Cl)c2Cl)cc1	14	140	-10%	-14	140	-48%	/	/	/
34	CNC(=O)c1cc2cc(OC)ccc2n1CCN(C)C	-6	103	3%	6	103	-5%	2	91	89
35	O=C(NC1CC2CCC(C1)N2C(=O)NCc1ccccc1)C1CC1 (configuration not stated)	4	192	-7%	-4	192	14%	11	101	90
36	Cc1ccc(C)c(N2CCN(C(c3ccncc3)c3nnnn3Cc3ccccc3)CC2)c1 (configuration not stated)	11	197	23%	-11	197	-66%	17	90	72
37	COc1ccc(-n2nc(C(=O)NCC(=O)Nc3cccc(C)n3)c3ccccc3c2=O)cc1	2	152	1%	-2	152	-4%	0	74	74
38	COc1ccccc1NC(=O)COC(=O)c1ccc(S(=O)(=O)NCc2ccco2)cc1	5	103	3%	-5	103	-8%	-3	88	90
39	CC1(C)CC(=O)C=C(NCCN2CCN(C(=O)Nc3ccc(Cl)c(Cl)c3)CC2)C1	9	195	-5%	-9	195	-76%	11	84	73
40	C=CCn1c(-c2ccccc2)nc(=S)c2c1CC(C)(C)OC2	/	/	-12%	/	/	7%	12	92	80
41	Cc1ccc(-c2nc(Nc3ccccc3)n[nH]2)cc1	0	128	4%	0	128	4%	-5	80	84
42	COc1ccc(-n2c(-c3ccccc3)nc(=S)c3c2CCCC3)cc1	14	134	-3%	-14	134	3%	/	/	/
43	COc1ccc(-c2cc(CCCC(=O)N3CCN(c4ccc(OC)cc4)CC3)no2)cc1	-4	191	-3%	4	191	-32%	19	70	51
44	CCOC(=O)Cc1nnc(NC(=O)CSc2nnc3c4ccccc4n(C(C)C)c3n2)s1	/	/	-6%	/	/	-28%	5	81	76
45	NC1=NC(c2ccccc2Cl)n2c(nc3ccccc32)N1 (configuration not stated)	-1	123	-10%	2	123	-38%	3	99	95
46	COCCOC(=O)C1=C(C)NC(=O)NC1c1c(F)cccc1Cl (configuration not stated)	6	97	6%	-6	97	7%	-10	91	101
47	CCN(CC)CCNC(=O)c1cc2c(-c3ccc(Cl)cc3)nn(C)c2s1	26	192	-6%	-26	192	-58%	-5	2	7
48	CSc1nnc(-c2ccc(Cl)cc2Cl)o1	6	170	1%	-6	170	-16%	18	102	84
49	Fc1ccccc1COc1ccc(/C=N/n2cnnc2)cc1	9	84	-9%	-9	84	-16%	8	91	83
50	O=C1CN2C(=Nc3ccc(Br)cc3C2c2ccccc2)CCN1 (configuration not stated)	14	119	13%	-14	119	-15%	4	84	80
51	COc1ccc(CN(CC(=O)NCc2ccco2)C(=O)CCC(=O)Nc2ccccn2)cc1	26	105	10%	-26	105	-14%	-10	76	86
52	COc1ccc2c(CC#N)c[nH]c2c1	/	/	0%	/	/	-8%	-10	82	91
53	CS(=O)(=O)Nc1ccc(C(=O)NCc2cccnc2)cc1	-6	84	-13%	6	84	17%	7	97	90
54	Cc1[nH]nc(-c2ccc(O)c(C)c2O)c1-c1cnn(-c2ccccc2)c1	11	142	-1%	-11	142	-92%	10	89	79
55	Cc1occc1-c1nnc(SCc2cc(=O)n3cc(Br)ccc3n2)n1C	-3	102	3%	4	102	12%	14	87	73
56	O=C(Nc1ccccc1F)C1C2C=CC3(O2)C1C(=O)N(c1cccnc1)C3C(=O)NC1CCCCC1 (configuration not stated)	10	122	5%	-10	122	5%	6	98	92
57	O=C(CC1C(=O)NCCN1C(=O)Nc1ccccc1)Nc1ccc2c(c1)OCCO2 (configuration not stated)	?	/	3%	-53	184	-34%	/	/	/
58	COc1ccc(OCCOC(=O)c2cccc(-n3cnnn3)c2)cc1	5	150	0%	-5	150	-13%	2	99	96
59	CC(=O)N1CCN(S(=O)(=O)c2ccc(S(=O)(=O)NC3CC3)cc2)CC1	5	84	-5%	-5	84	12%	-13	94	107
60	CC(C)(C)C(=O)/C=C(\N)c1ccncc1	9	182	-3%	-9	182	8%	-13	91	104

(cont.)
nr	SMILES	IL1B NFkB pot	IL1B NFkB pot cell count 2 µM	Bcl-B displacement	NFkB transloc inh	NFkB transloc inh cell count 2 µM	PLAP inhibition	MRP reversal	MRP reversal cytotoxicity	MRP reversal with doxorubicin
61	Cc1c(C)n(CC(O)CN2CCCCC2)c2ccccc12 (configuration not stated)	-9	185	2%	9	185	-15%	17	93	76
62	Cc1ccc(C(c2nnnn2CS(=O)(=O)c2ccc(C)cc2)N2CCC(C(N)=O)CC2)cc1 (configuration not stated)	7	122	-13%	-7	122	-43%	-5	65	70
63	CN(Cc1cc2ccccc2[nH]c1=O)C(=O)C1CCCCC1	38	119	1%	-38	119	-12%	-1	99	100
64	Cn1c(=O)c(=O)n(C)c2cc(S(=O)(=O)N3CCCCCC3)ccc21	-5	117	-1%	5	117	-4%	17	87	70
65	Cc1ccc(CNC(=O)CN(Cc2ccccc2)S(C)(=O)=O)cc1	16	119	/	-16	119	/	-6	89	95
66	Cc1c(-n2c(=S)[nH]c3ccccc3c2=O)c(=O)n(-c2ccccc2)n1C	-6	108	0%	6	108	11%	3	82	80
67	COCCN1CN=C(Nc2nc3ccccc3o2)NC1	-6	173	8%	6	173	-12%	-6	94	100

Structures above that have an aryl thioether with sulfur outside any ring (nine):
nr	SMILES	IL1B NFkB pot	IL1B NFkB pot cell count 2 µM	Bcl-B displacement	NFkB transloc inh	NFkB transloc inh cell count 2 µM	PLAP inhibition	MRP reversal	MRP reversal cytotoxicity	MRP reversal with doxorubicin
15	O=c1cnnc(SCCc2ccccc2)[nH]1	10	168	-3%	-10	168	-10%	3	103	101
19	Cc1cccc(C)c1-n1nnnc1SCSc1nnnn1-c1c(C)cccc1C	5	120	2%	-5	120	6%	28	78	50
21	CCSc1cc(N2CCCC2)nc(-c2ccccc2)n1	2	152	-8%	-2	152	2%	/	/	/
26	COc1ccc(NC(=O)CSc2nc3c(c(=O)n2-c2ccccc2)SCC3)c(OC)c1	/	/	0%	/	/	8%	-5	8	13
30	Cc1ccccc1-n1c(SCC(N)=O)nc2sc(-c3ccccc3)cc2c1=O	24	165	-16%	-24	165	-54%	/	/	/
31	CSc1ccccc1C(=O)NC1CCCCC1	-1	136	10%	1	136	19%	-1	90	92
44	CCOC(=O)Cc1nnc(NC(=O)CSc2nnc3c4ccccc4n(C(C)C)c3n2)s1	/	/	-6%	/	/	-28%	5	81	76
48	CSc1nnc(-c2ccc(Cl)cc2Cl)o1	6	170	1%	-6	170	-16%	18	102	84
55	Cc1occc1-c1nnc(SCc2cc(=O)n3cc(Br)ccc3n2)n1C	-3	102	3%	4	102	12%	14	87	73

Screening data: PubChem BioAssay, several laboratories

Some of the compounds tested (hit frequency here may not be typical).
